# Screening results: PubChem, National Center for Advancing Translational Sciences (NCATS)
# HT1080 IDH1KD tx: qHTS for induction of synthetic lethality in tumor cells producing 2HG: qHTS for the HT-1080-IDH1KD cell line; 360,000 tested, 2% active; HT-1080 IDH1 knockdown viability, ATP luminescence, 48 h; AID 686971, 2013; Potency, µM (top dose mostly 46.1 µM), for the others: at the highest dose activity, negative = toxicity, actives largely listed as cytotoxic;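 note: potency is the fitted concentration of half-maximal effect; 0% = DMSO wells and -100% = cell-free medium wells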
#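 % activity derives from luminescence (CellTiter-Glo), normalised to DMSO and no-cell wells. HT-1080-IDH1KD cells, 750/well, had 48 h compound exposure at 37 °C.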
# HepG2 tox: qHTS for Inhibitors of TGF-b: Cytotox Counterscreen. HepG2 CAGA-GFP viability, ATP luminescence, 18 h. Potency, µM (highest dose often 46.1 µM), inactives show top-dose activity change, negative = cytotoxicity, hits mostly cytotoxic. 410,000 tested, 0.76% active. AID 588856, 2011; note: potency is the fitted concentration of half-maximal effect; some results filed as inactive show a strong effect at the top dose
#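 HepG2 CAGA-GFP cells (1000/well, DMEM with 1% FBS) received compound, then TGF-beta at 500 pg/mL final, and were incubated 18 hours at 37 degrees C. Viability was read by CellTiter-Glo luminescence. Media-only wells were set as complete cell-killing and DMSO as no toxicity.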
# SW480 rerep: A quantitative high throughput screen for small molecules that induce DNA re-replication in SW480 colon adenocarcinoma cells | Potency, µM (titrated, usually from 46.1 µM), for the others: at the top dose re-replication activation, actives largely listed as activators | AID 624297, 2012 | 340,000 tested, 1.8% active | SW480 DNA re-replication, Hoechst DNA content imaging, 48 h; note: potency is the fitted concentration of half-maximal effect; % of control where 0% means no effect; nearly all actives have a fitted effect of over 55% in size
#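 Hoechst fluorescence of nuclei (405 nm excitation, 500-530 nm emission) measured by plate-scanning imager after 48 hr compound exposure at 37 C; re-replication scored as increased number of nuclei with elevated intensity.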
# ATXN2 expr inh: Primary qHTS for Inhibitors of ATXN expression | HEK-293 ATXN2-luciferase reporter, luminescence, 24 h | Potency, µM (highest dose often 57 µM), for inactives: at the highest dose activity change, negative = inhibition, actives largely listed as inhibitors | 360,000 tested, 0.72% active | AID 1745845, 2022; note: potency is the fitted concentration of half-maximal effect; % is set by controls: 0 for no effect and ±100 for the full control effect; nearly all actives have a fitted effect of over 55% in size
#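 ATXN2-luciferase reporter cells (luciferase flanked by upstream and downstream ATXN2 gene portions) were treated 24 h at 37 °C with compounds at up to 57 uM. SteadyGlo luminescence gave expression; GF-AFC fluorescence gave viability.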
# MCF10A rerep: A quantitative high throughput screen for small molecules that induce DNA re-replication in MCF 10a normal breast cells; 350,000 tested, 2.9% active; Potency, µM (top dose mostly 46.1 µM), for the others: at the top dose activity, positive = re-replication, hits mostly activators; MCF 10A DNA re-replication, Hoechst nuclear intensity, 48 h; note: potency is the fitted concentration of half-maximal effect; % of control where 0% means no effect; nearly all actives have a fitted effect of over 50% in size
# HT1080NT lethal: qHTS for induction of synthetic lethality in tumor cells producing 2HG: qHTS for the HT-1080-NT fibrosarcoma cell line. Potency, µM (highest dose often 46.1 µM), inactives show at the top dose activity, negative = less viability, most hits filed as cytotoxic. HT-1080-NT fibrosarcoma viability, CellTiter-Glo ATP luminescence, 48 h. 360,000 tested, 1.6% active. AID 686970, 2013;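 note: NT is the 2HG producing partner of a matched IDH1 knockdown line; potency is the fitted concentration of half-maximal effect; 0% = DMSO-treated cells and -100% = media-only wells without cells; nearly all actives have a fitted effect of over 55% in size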
#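 Viability by CellTiter-Glo luminescence after 48 h compound exposure at 37C of HT-1080-NT cells (750/well, RPMI, 5% FBS). % activity scaled between DMSO wells and medium-only wells, then curve-fitted and categorized by curve class.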
# IL-1B inflam inh: qHTS for Inhibitors of Inflammasome Signaling: IL-1-beta AlphaLISA Primary Screen | THP-1 LPS/ATP IL-1B secretion, AlphaLISA, 16 h; stronger effect = lower value | activity change, % at 57.5 µM | 360,000 tested, 4.7% active; in the data active = activity change below about -50%; inconclusive = mostly about -30% to -49%; note: % is set by controls: 0 for no effect and ±100 for the full control effect
#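 Secreted IL-1B measured by AlphaLISA bead assay after 16 h compound exposure of THP-1 cells; compounds (final up to 57.5 uM) added 1 h before LPS (250 ng/mL) and ATP (1.25 mM) stimulation; lower signal means less secretion.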
# ATXN viability: Viability Counterscreen for Primary qHTS for Inhibitors of ATXN expression. S2 cells (HEK-293 line with an ATXN2-luciferase reporter) viability, CellTiter-Fluor protease fluorescence, 24 h. Potency, µM (titrated, usually from 56.7 µM), hits mostly cytotoxic. 400,000 tested, 0.49% active; note: potency is the fitted concentration of half-maximal effect; nearly all actives have a fitted effect of over 40% in size
# KB-3-1 tox: qHTS assay for MDR1-selective chemotherapeutics: Primary screen using the parental adenocarcinoma cell KB-3-1; KB-3-1 viability, CellTiter-Glo ATP luminescence, 72 h; Potency, µM (titrated, usually from 46.1 µM), without a hit: at the top dose activity change, negative = cytotoxic, usual class: cytotoxic; 400,000 tested, 1.4% active; note: potency is the fitted concentration of half-maximal effect; % is set by controls: 0 for no effect and ±100 for the full control effect; nearly all actives have a fitted effect of over 60% in size
#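 Parental KB-3-1 adenocarcinoma cells in phenol-red-free DMEM with 10% FBS were pin-treated with compounds at several concentrations, incubated 72 h at 37 °C, and viability read by CellTiter-Glo luminescence; concentration-effect curves were fitted after normalization.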
# The depositor's hits bear a star; i = inactive; u = inconclusive; x = no result given; [ ] = another dose, or the depositor's remark. Unless noted, calls come from the whole dose curve; as a rule, active = well fitted curve in the direction sought with a large enough effect; inconclusive = small, poorly fitted or top-dose-only effect, or another doubt; inactive = no such curve, though single readings can be large; an effect the other way counts as inactive or inconclusive.
# Every second line gives: HT1080 IDH1KD tx, HepG2 tox, SW480 rerep, ATXN2 expr inh, MCF10A rerep, HT1080NT lethal, IL-1B inflam inh, ATXN viability, KB-3-1 tox
> COc1cc(-c2coc3c(C(=O)NCc4ccccc4)cccc23)ccc1O
    u, -42.3%, x, -37.7%, x, 18.4µM*, u, u, -2.0%
> O=[N+]([O-])c1ccc(N2CCN(CC3CCCCC3)CC2)cc1
    -13.6%, -23.7%, -11.2%, x, -0.9%, -9.5%, 31.4, u, -13.3%
> COc1cc(C)ccc1OCCSc1nc2ccc(NC(=O)c3cccs3)cc2s1
    x, -13.4%, x, -16.1%, x, x, x, i, -0.2%
> CC(C)Oc1ccc(C(CC(=O)O)NC(=O)Cc2ccc(Cl)cc2)cc1 (configuration not stated)
    14.7%, -0.1%, -4.7%, -0.2%, 3.4%, 10.5%, 19.5, i, 18.6%
> Cc1cc(N(C)C)ccc1N=Nc1ccc2ncccc2c1
    -3.2%, -5.3%, -2.8%, x, 0.6%, -0.7%, -8.6, u, -2.8%
> CC(C)(C)C(=O)Nc1ccc(S(=O)(=O)NC2=NCCCCC2)cc1
    2.9%, 2.0%, -4.7%, 1.7%, 3.7%, -4.9%[9.24 µM], 6.1, i, 26.0%
> COc1ccc(OC)c(S(=O)(=O)N2CCCCC2C(=O)N2CCN(c3ccccn3)CC2)c1 (configuration not stated)
    14.7%, 1.1%, u, 5.9%, -22.3%, 1.8%, -12.6, i, 0.8%
> COc1ccccc1NC(=S)N1CCC(NC(=O)C23CC4CC(CC(C4)C2)C3)CC1
    -11.7%, -2.6%, -0.8%, x, 14.0%, -10.4%, -18.6, i, 0.9%
> COc1ccc(OC)c(C2NC(=S)NC(C)=C2C(=O)Nc2ccccn2)c1 (configuration not stated)
    13.0%, 1.5%, -5.5%, 11.3%, -4.8%, 9.4%, 1.1, i, 11.2%
> C/C(=N\NC(N)=O)C1CC(CC(C)C)C(=O)O1 (configuration not stated)
    -0.9%, -11.2%, -2.1%, 0.8%, u, -1.2%, -13.5, i, 2.0%
> Cc1cc(C)n(CCC(=O)N/N=C/c2ccccc2O)n1
    -23.9%, -35.4%, 29.7%, u, 5.5%, -19.9%, 27.8, u, u
> COc1cccc(/C=C/C(=O)OCC(=O)Nc2cc(S(=O)(=O)N3CCOCC3)ccc2C)c1
    5.6%, 5.9%, -2.6%, -2.4%, 8.8%, 6.3%, 21.3, u, 8.7%
> Cc1ccccc1OCC(O)Cn1c(=N)n(Cc2ccccc2)c2ccccc21 (configuration not stated)
    16.4µM*, 7.94µM*, 5.1%, u, 0.2%, 14.6µM*, -106.4*, 31.6µM*, u
> CCN(CC)c1ccc([N+](=O)[O-])cc1/C=N/NC(=O)CC#N
    -1.7%, -2.5%, -7.8%, -13.4%, -6.0%, 0.9%, -5.3, i, 1.3%
> COc1ccccc1N1CCN(Cc2nc(N)nc(Nc3ccc(C)cc3)n2)CC1
    -7.6%, -59.1%, -3.7%, -16.1%, u, 0.0%, -9.3, i, -15.7%
> O=c1c2ccccc2n(CC(O)CN2CCOCC2)c2ccccc12 (configuration not stated)
    -4.6%, -2.5%, u, -24.2%, u, 0.0%, -14.6, x, 2.9%
> Cc1nc(/N=C(\N)NC(=O)NC2CCCCC2)nc2ccccc12
    14.6µM*, -25.2%, u, u, u, 23.1µM*, -104.5*, x, u
> N#Cc1ccsc1NC(=O)C1CC(=O)N(Cc2ccccc2)C1 (configuration not stated)
    11.4%, 3.1%, -1.5%, 3.0%, -3.2%, 6.1%, 14.0, i, 14.3%
> CC(C)C(NC(=O)c1c(F)cccc1F)C(=O)NNC(=O)c1ccccc1 (configuration not stated)
    4.7%, -0.3%, 3.2%, 2.7%, 5.7%, 16.5%, 34.8, i, 10.0%
> CCOC(=O)C1CCCN(C(=O)c2ccc3[nH]c4c(c3c2)CC(C)CC4)C1 (configuration not stated)
    5.1%, -5.2%, -2.8%, -8.7%, 3.8%, 7.5%, 8.9, i, 1.0%
> COc1ccc(CC(C)N2CCN(c3ccccc3)CC2)cc1OC (configuration not stated)
    u, -19.8%, 12.6%, -17.0%, -2.4%, u, -0.1, i, -3.3%
> C=CCn1c(SCC(=O)NC(C)(C)C)nnc1-c1ccccc1O
    -3.9%, -11.3%, -1.2%, 2.0%, -5.2%, 7.1%[9.24 µM], 1.9, i, 6.3%
> Nc1nc(NCc2ccco2)nc(NC2CCCCC2)c1[N+](=O)[O-]
    -5.1%, 5.5%, u, 4.1%, 0.8%, -3.1%, x, i, -2.6%
> O=C(NCc1ccccc1)c1nc2ccccc2s1
    8.5%, -17.1%, -3.8%, 51.1%[activator], 9.2%, 14.0%, -16.1, i, 4.7%
> COc1ccccc1-n1cnnc1SCC(=O)N1CCN(S(=O)(=O)c2ccccc2)CC1
    -4.5%, -3.1%, -1.3%, -1.5%, -2.2%, -2.2%, 4.0, i, 2.4%
> CCOc1cccc(C(=O)Nc2cc(-c3ccc(C)cc3)no2)c1
    x, -28.3%, x, -9.3%, x, x, x, i, 0.5%
> CC(C)Oc1ccc(CCc2nnc(SC(C)C(=O)O)n2-c2ccccc2)cc1 (configuration not stated)
    0.3%, 13.3%, -3.8%, 4.0%, -5.4%, 11.4%, 15.0, i, 5.1%
> O=C(Nc1ccccc1)C1Cc2c(-c3ccc(Cl)cc3)ccnc2O1 (configuration not stated)
    -6.1%, -0.3%, x, -20.2%, x, -16.7%, -50.7*, i, -8.3%
> Cc1nnc(SCC(=O)NC(=O)NC(C)(C)C)s1
    14.8%, -4.4%, -18.9%, -38.6%, -37.8%, 17.0%, 0.0, i, -4.6%
> C[C@@H]1CN([C@@H](C)CO)C(=O)c2cc(NC(=O)C3CCCCC3)ccc2O[C@@H](C)CCCCO[C@H]1CN(C)S(=O)(=O)c1ccc(Cl)cc1
    -11.4%, -19.9%, x, -13.1%, x, 0.6%, -12.6, i, 0.0%

# More entries.
# Every second line gives: HT1080 IDH1KD tx, HepG2 tox, SW480 rerep, ATXN2 expr inh, MCF10A rerep, HT1080NT lethal, IL-1B inflam inh, ATXN viability, KB-3-1 tox
> CNC(=O)c1[nH]cnc1C(=O)Nc1ccc(OC)cc1
    12.9%, -22.6%, -5.2%, 22.8%, -4.6%, -2.2%, 2.0, i, 7.1%
> CC(=O)N/C(=C\c1ccccc1)C(=O)OCC(=O)c1c(N)n(C)c(=O)n(C)c1=O
    5.3%, 2.6%, -2.8%, 6.5%, -2.3%, 2.2%, 10.0, i, 0.0%
> COC(=O)c1cc(NS(=O)(=O)c2ccc(N3CCOCC3)c(NC(C)=O)c2)cc(C(=O)OC)c1
    14.5%, 12.7%, -0.5%, -7.6%, 0.0%, 8.9%, 38.8, i, 1.7%
> Cc1ccc(N2CCN(C3=NC(=O)C(Cc4ccccc4)S3)CC2)cc1 (configuration not stated)
    11.4%, -2.2%, 1.4%, -8.0%, -3.1%, 6.7%, 4.1, i, 8.3%
> CCOC(=O)CCn1cc(F)c(=O)n(Cc2ccccc2)c1=O
    -1.7%, 1.7%, -3.2%, 4.5%, 20.6%, 1.1%, 25.2, i, 2.5%
> COC(=O)C1=CN(c2ccc(Oc3ccccc3)cc2)C(N)=C(C#N)C1c1cccc(F)c1 (configuration not stated)
    -29.4%, x, x, x, x, -24.4%, -0.1, x, -0.8%
> Cc1ccc(N=C2SC(C(=O)Nc3ccc(OC(F)(F)F)cc3)C(N)=C2C(=O)Nc2c(C)cc(C)cc2C)cc1 (configuration not stated)
    18.4µM*, 11.2µM*, 12.1%, u, 3.66µM*, 14.6µM*, -104.2*, x, u
> O=[N+]([O-])c1cccc(COc2cccc(CN3CCOCC3)c2)c1
    -6.6%, -17.9%, -67.2%[inhibitor], 4.9%, u, -7.1%, 0.0, i, -9.6%
> Cn1cc(C(=O)NCc2ccccc2Cl)c(=O)c2cc(S(=O)(=O)N3CCCCCC3)ccc21
    x, 17.4%, x, 3.5%, x, x, x, i, 29.1%
> CCOC(=O)c1cccc(NC(=O)CN2CCN(c3ccc(OC)cc3)CC2)c1
    9.4%, 1.6%, 0.1%, 1.2%, -3.9%, 2.3%, -14.8, i, 3.2%

# Sorted by heavy-atom count (smallest number first): part of the list above
# Every second line gives: HT1080 IDH1KD tx, HepG2 tox, SW480 rerep, ATXN2 expr inh, MCF10A rerep, HT1080NT lethal, IL-1B inflam inh, ATXN viability, KB-3-1 tox
> CCOC(=O)CCn1cc(F)c(=O)n(Cc2ccccc2)c1=O
    -1.7%, 1.7%, -3.2%, 4.5%, 20.6%, 1.1%, 25.2, i, 2.5%
> Cn1cc(C(=O)NCc2ccccc2Cl)c(=O)c2cc(S(=O)(=O)N3CCCCCC3)ccc21
    x, 17.4%, x, 3.5%, x, x, x, i, 29.1%
> Cc1ccc(N=C2SC(C(=O)Nc3ccc(OC(F)(F)F)cc3)C(N)=C2C(=O)Nc2c(C)cc(C)cc2C)cc1 (configuration not stated)
    18.4µM*, 11.2µM*, 12.1%, u, 3.66µM*, 14.6µM*, -104.2*, x, u

# Four compounds from above, sorted by the number in IL-1B inflam inh, largest number first.
mol | IL-1B inflam inh
CCOC(=O)CCn1cc(F)c(=O)n(Cc2ccccc2)c1=O | 25.2
CNC(=O)c1[nH]cnc1C(=O)Nc1ccc(OC)cc1 | 2.0
COC(=O)C1=CN(c2ccc(Oc3ccccc3)cc2)C(N)=C(C#N)C1c1cccc(F)c1 (configuration not stated) | -0.1
Cc1ccc(N=C2SC(C(=O)Nc3ccc(OC(F)(F)F)cc3)C(N)=C2C(=O)Nc2c(C)cc(C)cc2C)cc1 (configuration not stated) | -104.2*
